TRHR enhancer – TRH receptor (human) allosteric enhancement; TRHR cells, fluo-8 calcium fluorescence, EC20 TRH enhancement; hit rate 0.66% among 360,000; enhancement, % at 2 µM; AID 493056; in the data active = enhancement above about 30%; also: 0% is about no effect
Target sequence (P34981 whole entry, looked up): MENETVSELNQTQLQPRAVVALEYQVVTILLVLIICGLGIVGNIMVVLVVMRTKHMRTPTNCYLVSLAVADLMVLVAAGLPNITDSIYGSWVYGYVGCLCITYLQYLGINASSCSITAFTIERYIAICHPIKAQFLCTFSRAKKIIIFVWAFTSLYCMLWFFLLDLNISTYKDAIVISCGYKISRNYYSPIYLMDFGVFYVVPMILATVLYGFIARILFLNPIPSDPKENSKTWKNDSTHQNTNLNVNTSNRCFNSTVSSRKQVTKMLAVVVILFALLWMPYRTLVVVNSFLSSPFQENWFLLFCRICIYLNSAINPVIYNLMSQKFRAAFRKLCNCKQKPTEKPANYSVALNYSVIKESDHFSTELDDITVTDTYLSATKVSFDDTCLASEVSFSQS
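TRHR-expressing cells loaded with fluo-8 calcium dye were read kinetically (ex 480/em 530) during compound addition, then stimulated with an EC20 of TRH (10 nM final). Enhancement of the Gq-mediated intracellular calcium response was scored.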
RXFP1 agonist – RXFP1 (human) receptor agonism | Potency, µM (doses to about 57.5 µM), for the others: at the highest dose activation, hits mostly activators | hit rate 0.3% among 370,000 | Q9HBX9 | HEK293T-RXFP1 cAMP TR-FRET, 30 min; response scale: percent of porcine relaxin response, buffer zero; also: potency is read from the fitted curve at half-maximal effect; % is scaled to controls: 0 for no effect and ±100 for the full control effect; nearly all actives have a fitted effect of over 60% in size; many of its hits are not listed in these tables
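Agonist response is measured as cAMP accumulation in an RXFP1-transfected HEK293T line under PDE4 inhibition. Values are scaled between buffer-only and 29 nM porcine relaxin, and EC50s come from standard Hill equation fits.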
RXFP1 antagonist – RXFP1 (human) relaxin receptor antagonism; AID 1259400; activity change, negative = inhibition, % at 57.5 µM; hit rate 0.59% among 350,000; HEK293-RXFP1, relaxin-stimulated cAMP HTRF, 30 min; stronger effect = lower value; Q9HBX9;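 active = activity change of -60% or lower, but not beyond a set lower limit; inconclusive = change between -60% and -40%, or beyond the set limit; inactive = change above -40%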; also: % is scaled to controls: 0 for no effect and ±100 for the full control effect
D1 ag – activates the human D1 dopamine receptor; hit rate 1% among 360,000; HEK293 T-REx D1 cells, calcium flux, agonist mode; P21728; activation, % at 2 µM; in the data active = activation above about 30%; also: 0% is about no effect
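Agonism was scored from calcium flux recorded over 180 s (1 read/s) after pintool compound addition, following a 10-cycle baseline. Cells were inducible force-coupled HEK293 TREx D1, plated overnight at 30 C and loaded with no-wash calcium dye.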
TRHR agonist – activates the human TRH receptor; TRHR cells, calcium flux fluo-8, FDSS agonist mode; activation, % at 2 µM; hit rate 0.18% among 360,000; in the data active = activation above about 30%; also: 0% is about no effect
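TRHR-expressing cells loaded with fluo-8 calcium dye; 23 nL library compound pin-transferred, kinetic FDSS fluorescence (Ex 480/Em 530) recorded about 180 s for agonist-induced calcium release, before a 10 nM TRH EC20 addition for potentiator mode.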
Anesthetic bind – candidate novel general anesthetic via apoferritin binding. apoferritin/1-aminoanthracene competitive binding, fluorescence. AID 485281. P02791. Potency, µM (series often up to 77.5 µM), for the others: top-dose activity change, negative = displacement, most hits filed as inhibitors. hit rate 0.074% among 350,000; also: potency is read from the fitted curve at half-maximal effect; % is scaled to controls: 0 for no effect and ±100 for the full control effect; nearly all actives have a fitted effect of over 20% in size
Target sequence (P02791 2-175 limits assumed): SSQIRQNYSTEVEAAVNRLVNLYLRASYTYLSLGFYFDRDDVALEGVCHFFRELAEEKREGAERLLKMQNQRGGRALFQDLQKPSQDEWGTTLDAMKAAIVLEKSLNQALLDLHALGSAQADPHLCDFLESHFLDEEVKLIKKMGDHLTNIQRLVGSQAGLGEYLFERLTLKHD
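Horse-spleen apoferritin (10 uM) in 50% saturated 1-aminoanthracene in PBS was incubated 10 min at room temperature with compound. Fluorescence (ex 380, em 535 nm) was normalized to free and bound 1-AMA, with concentration-response fitted by a four-parameter Hill equation.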
D2 potentiator – positive allosteric modulators of human D2 dopamine receptor; potentiation, % at 10 µM; hit rate 0.34% among 340,000; HEK293 T-REx D2, calcium flux, EC20 dopamine potentiation;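 active = potentiation over 3 SD above the plate norm, cut at about 30% in these data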; also: 0% is about no effect
Target sequence (P14416 whole entry, looked up): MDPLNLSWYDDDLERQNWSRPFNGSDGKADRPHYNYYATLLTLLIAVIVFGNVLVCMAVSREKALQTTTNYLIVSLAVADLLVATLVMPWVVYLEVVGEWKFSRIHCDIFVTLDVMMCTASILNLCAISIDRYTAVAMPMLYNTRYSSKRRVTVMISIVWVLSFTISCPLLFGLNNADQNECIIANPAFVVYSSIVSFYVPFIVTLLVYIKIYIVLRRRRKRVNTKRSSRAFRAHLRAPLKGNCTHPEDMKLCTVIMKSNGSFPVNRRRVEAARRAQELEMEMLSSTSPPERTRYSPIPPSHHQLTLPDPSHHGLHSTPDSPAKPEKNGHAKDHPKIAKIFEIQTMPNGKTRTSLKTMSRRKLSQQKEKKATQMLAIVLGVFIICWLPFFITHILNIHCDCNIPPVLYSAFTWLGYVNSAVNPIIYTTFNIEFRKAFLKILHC
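Tetracycline-induced Hek293 Trex D2 cells, force-coupled to calcium, loaded with no-wash calcium dye. Compound added with 180 s kinetic read for agonism, then EC20 dopamine and a further 180 s read for potentiation.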
D1 PAM – potentiators of human D1 dopamine receptor. HEK293 TREx D1 cells, calcium flux, dopamine EC20 potentiation. potentiation, % at 10 µM. hit rate 0.036% among 360,000. AID 504651; in the data active = potentiation above about 30%; also: 0% is about no effect
D1 antag – antagonists of human D1 dopamine receptor; P21728; HEK293 TREx D1 cells, calcium flux, dopamine EC80; stronger effect = lower value; activity change, negative = inhibition, % at 10 µM; hit rate 3.2% among 360,000; AID 504652; in the data active = activity change below about -30%; also: % is scaled to controls: 0 for no effect and ±100 for the full control effect
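Using tetracycline-induced force-coupled D1 Hek293 cells and a calcium dye, signals were followed for 180 s after compound, then for 180 s after EC80 dopamine, to detect inhibitors.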
An asterisk follows results filed as active; ? = inconclusive; . = no result given; & = joins results of further samples; [ ] = dose if it differs, or a comment. Unless noted, calls follow the shape of the dose curve; as a rule, active = well fitted curve in the direction sought with a large enough effect; inconclusive = small, poorly fitted or top-dose-only effect, or another doubt; inactive = no such curve, though single readings can be large; an effect the other way counts as inactive or inconclusive. These rows are one share of the data; the hit share may differ from the screen's.

SMILES	TRHR enhancer	RXFP1 agonist	RXFP1 antagonist	D1 ag	TRHR agonist	Anesthetic bind	D2 potentiator	D1 PAM	D1 antag
Cc1nn(C(=O)c2ccc([N+](=O)[O-])cc2)c(C)c1Br	-0.5	0.5%	4.2	2.4	-0.5	2.8%	0.6	-2.5	3.9
COc1ccc(NC(=S)Nc2cc(C)[nH]n2)cc1Cl	-2.6	-1.6%	-9.1	11.7	-2.0	4.9%	5.9	-1.9	8.0
Cc1ccc(S(=O)(=O)N2CCN(Cc3cc4c(cc3Br)OCCO4)CC2)cc1	-2.2	2.3%	-8.3	1.8	0.3	.	5.0	-12.6	10.9
COC(=O)N/N=C/c1cn(CC(C)COc2ccccc2)c2ccccc12 (stereo not drawn)	2.5	-0.3%	.	1.1	0.6	-0.1%	4.3	-2.2	0.8
Cc1ccc2oc(-c3cccc(NC(=O)/C=C/c4cccc([N+](=O)[O-])c4)c3C)nc2c1	0.9	0.5%	-13.4	2.8	0.1	-9.5%	-2.7	-3.4	-1.9
CC1(C)N=C(SCc2ccc(Cl)cc2)c2ccccc2N1	2.4	2.8%	-4.4	1.1	0.5	51.5%[activator]	-7.4	-8.2	-1.3
C/C=C(\C)CN1CCC(n2nccc2NC(=O)c2ccc3c(c2)OCO3)CC1	-2.0	-2.1%	5.0	1.9	0.3	-7.9%	-18.0	2.5	-5.1
COc1ccc(-c2nnc(SCC(=O)Nc3cc(C)on3)n2C)cc1OC	-11.2	0.6%	-24.7	1.3	-0.5	1.7%	4.5	-10.8	-11.7
COc1ccccc1C(=O)Nc1ccc2nc(SCC(=O)N3CCCC3)sc2c1	1.5	-0.9%	-12.3	5.1	0.8	-1.4%	-0.4	2.5	0.8
O=C1NC2=C(CCc3ccccc32)C(c2ccc(Br)cc2)N1 (stereo not drawn)	-6.2	3.3%	-5.0	-0.4	0.3	-16.6%	11.6	4.3	-1.8

A second format for three compounds above.
SMILES | TRHR enhancer | RXFP1 agonist | RXFP1 antagonist | D1 ag | TRHR agonist | Anesthetic bind | D2 potentiator | D1 PAM | D1 antag
Cc1ccc(S(=O)(=O)N2CCN(Cc3cc4c(cc3Br)OCCO4)CC2)cc1 | -2.2 | 2.3% | -8.3 | 1.8 | 0.3 | . | 5.0 | -12.6 | 10.9
COC(=O)N/N=C/c1cn(CC(C)COc2ccccc2)c2ccccc12 (stereo not drawn) | 2.5 | -0.3% | . | 1.1 | 0.6 | -0.1% | 4.3 | -2.2 | 0.8
Cc1ccc2oc(-c3cccc(NC(=O)/C=C/c4cccc([N+](=O)[O-])c4)c3C)nc2c1 | 0.9 | 0.5% | -13.4 | 2.8 | 0.1 | -9.5% | -2.7 | -3.4 | -1.9

New compounds follow
SMILES	TRHR enhancer	RXFP1 agonist	RXFP1 antagonist	D1 ag	TRHR agonist	Anesthetic bind	D2 potentiator	D1 PAM	D1 antag
CCOC(=O)c1c(C(C)(C)C)oc2ccc(OCC#N)cc12	2.9	3.1%	-28.1	5.5	0.2	6.3%	5.1	0.8	-3.6
N=c1ncn(CC(O)CO)c2nc(N3CCOCC3)[nH]c12 (stereo not drawn)	17.0	-0.2%	-4.2	6.0	-1.8	-8.3%	14.4	-2.8	3.0
Clc1ccc(C2NCCc3sccc32)cc1 (stereo not drawn)	-0.4	3.9%	-2.5	6.8	1.0	-23.1%	11.8	2.2	-6.5
COc1ccc(C(=O)NCC(c2ccco2)N(C)C)cc1S(=O)(=O)NCc1ccc(Cl)cc1 (stereo not drawn)	-5.5	1.8%	-1.3	0.6	0.1	.	-24.4	-7.2	2.2
O=C(N/N=C/c1ccsc1)c1cc(-c2ccncc2)nc2ccccc12	-6.4	5.4%	6.6	2.5	-0.6	-9.3%	-5.9	-4.2	-8.7
CCC(C)[C@H](NC(=O)NCCCN1CCOCC1)C(=O)OC (stereo partly drawn)	0.4	0.2%	-6.5	2.8	0.4	-10.3%	-3.6	0.5	-20.9
COc1ccc(-c2ccc(OC)c([C@H]3[C@H]4C=CC[C@@H](C)[C@@H]4C(=O)N3Cc3ccccc3)c2)cc1OC	-0.9	0.0%	.	3.3	0.1	-15.3%	-5.3	2.6	27.2
COc1ccc(CCNC(=O)C2CCN(S(=O)(=O)N3CCC4(CC3)OCCO4)CC2)cc1OC	3.3	0.3%	-1.0	0.6	0.4	-8.6%	12.7	5.3	-2.6
CCOc1ccc(Cl)cc1S(=O)(=O)NCc1ccccn1	5.8	1.0%	-1.2	-2.4	0.0	-4.8%	-17.2	0.9	25.8
COc1ccc(C2/C(=C(/O)c3ccccc3)C(=O)C(=O)N2c2ncccn2)cc1OC (stereo not drawn)	4.1	-0.1%	-10.8	2.1	-0.4	-5.8%	14.7	-3.7	2.9
Cc1nc(NC(=O)C2CC3CCCC(C2)C3=O)sc1C (stereo not drawn)	0.3	1.7%	-7.2	3.2	0.4	4.0%	.	-0.4	0.3
CCOC(=O)c1c(C)[nH]c(C)c1S(=O)(=O)NCC(=O)Nc1ccc(C)c(N(C)C)c1	1.5	0.7%	.	3.8	-0.5	-1.7%	-2.2	0.5	-8.9
CCOC(=O)c1cc(C#N)c(SCC(=O)c2cc(C#N)c(SC)nc2C)nc1C	4.7	1.6%	8.8	1.2	0.5	-15.7%	21.6	7.2	1.2
Cc1sc(N)c(C(=O)c2ccccc2Cl)c1C	-0.3	0.3%	-21.5	3.3	-1.1	?	9.3	-2.5	-15.2
CC(C(=O)OCC(=O)c1ccc([N+](=O)[O-])cc1)N1C(=O)C2C3C=CC(C3)C2C1=O (stereo not drawn)	-6.8	-0.2%	1.7	1.7	0.6	-6.7%	-6.7	-7.7	-2.1
O=C(Cc1cccs1)N1CCN=C1SCc1ccc(Br)cc1	2.2	0.1%	-12.2	4.3	0.3	?	5.5	1.3	1.3
Cc1ccc(C(=O)COC(=O)CCCC(=O)Nc2cc(C(F)(F)F)ccc2Cl)cc1C	4.2&1.5	0.2%&2.1%	-14.8&-2.1	27.4&12.0	1.9&2.9	?	2.5	-0.3&-0.7	10.5&0.8
O=C(NCCN1CCOCC1)c1ccc(CS(=O)(=O)Cc2ccccc2F)o1	-0.4	-0.3%	-12.3	2.9	0.5	-9.6%	-3.5	-1.9	-17.1
CSc1cccc(NC(=O)c2cc(S(=O)(=O)N3CCCC3)cn2C)c1	4.8	3.8%	5.1	9.0	-0.8	-12.9%	-0.9	-9.8	-3.8
CCCCn1c(=O)[nH]c(=O)c2c1nc(Cn1ncc(Cl)c(Cl)c1=O)n2CCC	5.8	25.1µM*	10.3	-1.6	-1.4	-20.4%	28.5	-7.8	8.4
O=C(C1CCN(S(=O)(=O)c2ccccc2)CC1)N1CCOCC1	1.1	-2.6%	3.3	-0.3	0.2	-7.9%	9.4	-2.1	.
Fc1ccccc1C1CCN(Cc2nc(COc3ccccc3)no2)C1 (stereo not drawn)	-1.5	-1.9%	5.5	-0.2	0.0	-10.9%	-10.7	-1.1	6.5
C=CCN(c1ccccc1)S(=O)(=O)c1cccc(C(=O)Nc2ncccc2C)c1	-1.7	1.8%	0.5	0.4	-1.1	.	15.2	3.0	1.2
CCCCCn1c(=O)c(F)cn(Cc2ccc(OC)c([N+](=O)[O-])c2)c1=O	6.0	2.9%	-9.9	1.4	0.1	?	9.7	-0.6	7.9
Cc1cccc(NC(=S)NC(NC(=O)c2ccco2)C(Cl)(Cl)Cl)c1 (stereo not drawn)	3.0	-2.2%	-8.5	4.9	0.5	-8.9%	-23.8	11.3	0.2
NC(=O)c1cc2cc(Cl)ccc2oc1=Nc1cccc(C(F)(F)F)c1	-3.6	3.0%	.	-3.6	0.3	-15.1%	-2.6	-4.4	-32.7*
O=C(CSc1ccc(-c2ccccn2)nn1)NCc1ccc(Cl)cc1	31.6*	-0.8%	-1.2	-2.8	-0.5	-11.4%	-1.1	-0.7	2.0
Cc1onc(-c2c(Cl)cccc2Cl)c1NC(=O)N(C)N	-2.4	6.1%	-0.2	1.7	-1.4	5.8%	-8.5	2.1	7.5
O=C(NCCN1CCN(C(=O)c2cccs2)CC1)C(=O)Nc1ccc(Br)cc1	2.4	-0.4%	14.1	4.0	-0.1	-12.6%	.	-2.9	5.6
CCN(CC)S(=O)(=O)c1ccc(C(=O)NCCSc2c[nH]c3ccccc23)cc1	1.7	4.6%	-6.7	3.5	0.3	0.9%	3.0	2.5	2.8
COc1cccc(OC)c1C1=NC(C)(C)CO1	8.4	3.4%	-6.6	5.2	1.1	4.6%	4.9	-2.2	-3.1
O=C(NCC(=O)N(Cc1cccs1)C(C(=O)NC1CCCCC1)c1ccncc1)c1ccco1 (stereo not drawn)	0.9	0.4%	3.9	-0.4	0.4	7.1%	4.3	-4.7	-5.8
COC(=O)CSc1nc2c(c(=O)n(C)c(=O)n2C)n1CCC(C)C	0.7	-1.4%	0.7	1.5	-0.4	-2.9%	2.5	-1.5	0.2
COc1ccc(-n2c(C)cc(C(=O)CN3CCCCC3)c2C)cc1	6.8	-0.8%	0.6	16.9	-0.7	-6.9%	2.9	-0.3	-6.6
Cc1ccc2nc(NS(=O)(=O)c3ccc(Cl)cc3)c(Nc3ccc(C(=O)O)cc3)nc2c1	1.5	11.3%	.	10.9	-0.5	14.6%	3.7	-1.1	-8.5
Cc1ccccc1Cn1nc(C)c(NC(=O)c2cc(-c3ccco3)on2)c1C	1.5	-0.7%	-4.8	2.1	-2.3	-15.8%	11.1	-7.0	-2.7
COC(=O)c1noc(-c2ccc(C)cc2)n1	-6.9	0.0%	8.4	-0.4	-0.5	?	0.4	4.1	-3.7
O=C(COC(=O)c1cccc(Cl)c1)Nc1ccc2[nH]c(=O)[nH]c2c1	-2.6	-1.9%	-21.2	2.6	5.9	.	-1.0	-0.8	3.0
CCOC(=O)COc1nc2c(c(-c3ccco3)c1C#N)CCc1ccccc1-2	-4.7	6.4%	-12.1	5.2	0.2	?	5.7	-4.8	-1.0
COC(c1ccccc1)c1nnc(CCC(=O)NCCC(C)C)o1 (stereo not drawn)	9.0	-2.9%	13.4	-0.6	0.7	-5.3%	14.1	-1.9	-2.2
Cc1ccc(S(=O)(=O)N2C(=O)CCC2C(=O)Nc2ccc3c(c2)OCCO3)cc1 (stereo not drawn)	1.3	-0.8%	1.4	-0.1	1.5	6.8%	-13.6	-8.2	-1.8
CC(C)(C)C(=O)Nc1ccccc1C(=O)NCc1cccnc1	1.0	1.0%	-3.9	1.0	0.5	-7.4%	-3.1	-3.4	-6.8
COc1ccc(N2Cc3cccc(C(=O)Nc4ccc(F)cc4)c3C2=O)cc1	-3.1	5.3%	-8.8	-2.1	-1.0	?	-8.3	-2.6	7.0

From PubChem BioAssay
